Assay outcomes: PubChem, several laboratories
GlmU inhibition = inhibition of mycobacterial GlmU enzyme – biochemical, glucosamine-1-phosphate acetyltransferase (AID 1376); hit rate 0.25% among 220,000; M. tuberculosis GlmU acetyltransferase enzyme assay; higher % means a stronger effect; inhibition, %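 (tested at 30 µM in the primary screen)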; hits with a dose series show IC50 in µM; in the data active = inhibition above about 13%;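 note: 0% = complete reaction with vehicle and 100% = reaction without substrate; strong numbers were not always called active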
RmlCD inh 1536 = blocks M. tuberculosis RmlC and RmlD coupled enzymes; P9WH09+P9WH11; RmlC+RmlD coupled enzyme assay, percent inhibition; primary screen in compound mixtures; inhibition, % at 3.6 µM; hit rate 0.03% among 160,000; in the data active = inhibition mostly above about 34%, no sharp cut-off; note: some results filed as inactive read as strong as hits
Target sequence (P9WH09 whole entry, looked up): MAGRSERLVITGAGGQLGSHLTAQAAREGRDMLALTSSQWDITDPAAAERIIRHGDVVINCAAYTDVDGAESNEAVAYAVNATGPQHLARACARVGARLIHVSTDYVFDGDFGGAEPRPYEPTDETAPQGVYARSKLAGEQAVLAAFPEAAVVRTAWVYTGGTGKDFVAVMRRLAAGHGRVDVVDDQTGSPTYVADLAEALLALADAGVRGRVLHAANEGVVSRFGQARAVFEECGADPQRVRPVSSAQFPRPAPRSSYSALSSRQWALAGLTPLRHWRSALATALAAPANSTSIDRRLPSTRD
Target sequence (P9WH11 whole entry, looked up): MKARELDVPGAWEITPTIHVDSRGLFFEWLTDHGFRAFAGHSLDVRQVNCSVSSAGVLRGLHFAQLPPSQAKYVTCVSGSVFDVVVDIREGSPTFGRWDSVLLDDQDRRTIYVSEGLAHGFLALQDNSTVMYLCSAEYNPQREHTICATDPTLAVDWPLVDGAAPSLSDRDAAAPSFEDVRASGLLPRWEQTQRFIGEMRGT
* hit, by the source's call; x = no result given. This is a subset; rates above refer to the full screens.

Fields: GlmU inhibition | RmlCD inh 1536
O=C(Nc1nc(-c2ccc(F)cc2)cs1)C1CCCO1 (stereo not drawn)
    3.4% | -1
COc1ccc(C2=NOC(C(=O)Nc3cc(Br)ccc3O)C2)cc1OC (stereo not drawn)
    -7.5% | 9
CN1CCN(C(=O)c2ccc(CS(=O)(=O)c3c(Cl)cccc3Cl)o2)CC1
    -0.7% | 9
Cn1c(SCC(=O)NCc2ccccc2)nc2ccccc21
    x | 7
CCCCN(CCCC)S(=O)(=O)c1ccc(SCC(=O)OCC)c([N+](=O)[O-])c1
    -4.8% | -7
COc1ccc(N(CC(=O)N2CCN(c3ccc(F)cc3)CC2)S(=O)(=O)c2c(C)n[nH]c2C)cc1
    2.2% | -9
Cc1noc(NS(=O)(=O)c2ccc(N3CC(O)=C(c4ccccc4)C3=N)cc2)c1C
    -6.0% | 5
Cc1ccc(C(c2c(C)n(C)n(-c3ccccc3)c2=O)c2c(C)n(C)n(-c3ccccc3)c2=O)s1
    -7.3% | -2
CC1(C)[C@H](C(=O)O)N2C(=O)C[C@H]2S1(=O)=O
    0.4% | x
C=CCN1c2ccccc2[C@]23C[C@@H](C(=O)OC)N(C(=O)NC4CCCC4)C2=NC(C(=O)OC)=C(C(=O)OC)[C@H]13
    2.7% | x
Cn1c(OCc2cccnc2)nc2c1c(=O)n(Cc1ccccc1)c(=O)n2C
    0.6% | -9
CSc1cccc(CN2CCCC(CO)(Cc3cccc(Cl)c3)C2)c1 (stereo not drawn)
    6.9% | 7
O=C(C1CCC1)N1CCc2cc(S(=O)(=O)NC3CCCc4ccccc43)ccc21 (stereo not drawn)
    -7.7% | 4
CCC(C(=O)Nc1ccncc1)c1ccccc1 (stereo not drawn)
    -0.8% | -14
COc1ccc(CCNc2nc(C)cc(=O)[nH]2)cc1OC
    5.7% | x
COc1ccc(C2CCCN2C(=O)c2cccs2)cc1 (stereo not drawn)
    0.3% | 3
O=C1CSC(c2ccccc2Br)N1c1ccc(Cl)cn1 (stereo not drawn)
    -1.1% | 12
CCOc1ccc(OCC(=O)Nc2nccs2)cc1
    4.4% | -11
Cc1cc(CNC(=O)CC2C(=O)NCCN2Cc2ccc(-c3ccccc3)cc2)nn1C (stereo not drawn)
    6.1% | 2
COC(CCN(C)C)(c1ccccc1)c1ccccc1
    7.3% | -13
Cc1ccc[n+](-c2nc([O-])sc2/C=N/Nc2ccc([N+](=O)[O-])cc2)c1
    -6.3% | 2
O=C(CC(c1cccs1)S(=O)(=O)c1ccccc1)c1ccc(F)cc1 (stereo not drawn)
    0.8% | x
CSC1=N/C(=C\c2ccc(Br)o2)C(=O)S1
    3.1% | x
Cc1ccc(NC(=O)CSc2nc3[nH]ncc3c(=O)[nH]2)c(C)c1
    -3.4% | x
CCCNC(=O)C1CC(=O)N(c2ccc(OCC(=O)Nc3cc(C)cc(C)c3)cc2)C1 (stereo not drawn)
    2.4% | x
CCN1CCN(C(=O)C2CCN(C(=O)c3cc4sccc4n3CC)CC2)CC1
    -1.5% | 49
COc1cc2c(cc1OC)CN(CC(=O)Nc1ccc3c(c1)OC(F)(F)O3)CC2
    x | -4
Cc1ccc2nc3c(c(C(=O)O)c2c1)CCC3
    7.4% | x
Cc1csc(NC(=O)CSc2ncn(-c3ccccc3)n2)n1
    -0.5% | -3
O=C(Cc1ccc(F)cc1)N1CCC(N2CCC(C(=O)N3CCOCC3)CC2)CC1
    -4.0% | 1
Cc1c(NC(=O)NC(=O)c2ccc(F)cc2)c(=O)n(-c2ccccc2)n1C
    1.8% | 18
CC1CCN(CCCOc2ccc(Cl)cc2Br)CC1
    3.0% | -11
c1coc(-c2ncc[nH]2)c1
    1.1% | 6
N#CC1=C(N)OC2=C(C(=O)CCC2)C1c1ccsc1 (stereo not drawn)
    -1.4% | 18
CCOC(=O)C1CCN(C(=O)Cn2cccc2C(=O)c2ccccc2)CC1
    0.2% | 3
COc1ccc(C)cc1NC(=O)Nc1cnccn1
    -3.3% | 3
CCOC(=O)c1oc2ccccc2c1CSc1nnc(-c2ccco2)o1
    -1.8% | x
COc1cccc(/C=C2/SC(=O)N(C)C2=O)c1OCc1ccc(C(=O)O)cc1
    5.8% | x
COc1ccc(-n2c(SCC(=O)NCC3CCCO3)nc3ccccc32)cc1 (stereo not drawn)
    -0.2% | x
CC1=NN(c2nc(-c3ccc(C)cc3)cs2)C(=O)C1N=Nc1ccccc1O (stereo not drawn)
    -4.7% | 9
O=C(CN(Cc1ccccc1)S(=O)(=O)c1ccc2c(c1)OCCO2)N/N=C/c1ccc(F)cc1
    -0.6% | x
Nc1nc(NC(=O)c2ccccc2Cl)nn1-c1ccccc1
    2.1% | x
COc1ccc(C)cc1Nc1n[n+](C)c(-c2ccc(C(=O)O)cc2)s1
    3.7% | x
O=C(c1ccccc1)c1cc(-c2ccccc2)on1
    1.5% | -11
CC(C)c1ccccc1OCCNC(=O)c1cncc(Br)c1
    7.5% | 0
CC(C)(C)C(=O)Nc1nc2cc3c(cc2s1)OCO3
    6.6% | x
O=C(O)c1cc(S(=O)(=O)N2CCOCC2)ccc1N1CCCCC1
    -6.2% | 1
COCCCn1c(O)c(/C=C2\N=C(C#N)C(=Nc3ccc(C)cc3)O2)sc1=S
    2.0% | x
CCCN1CCN(C(=O)Cn2cnc3ccc(S(=O)(=O)N4CCC(C)CC4)cc3c2=O)CC1
    -1.6% | -10
O=C(NCc1nc2ccccc2[nH]1)C1=C[C@H](c2ccccc2)C[C@H](OCc2ccc(CO)cc2)O1
    2.7% | x
CN1C(C(=O)NCc2cccc(Br)c2)CC2Cn3c(nc4ccccc43)C21 (stereo not drawn)
    0.4% | x
COc1cc(C2CC(=O)n3c(nc4ccccc43)S2)cc(OC)c1OC (stereo not drawn)
    0.2% | -6
COc1ccccc1Nc1nc(N)nc(CN2CCCCCC2)n1
    -4.3% | 23
COc1cccc(C2CC(c3ccccc3C)n3nc(N)nc3N2)c1 (stereo not drawn)
    -0.8% | -6
Cc1ccc(NS(=O)(=O)c2ccc3c(c2)NC(=O)CC(=O)N3)cc1C
    5.3% | -7
CCN(CC)c1ccc(/C=N/NC(=O)c2cnccn2)c(O)c1
    -5.7% | -7
CCc1ccc2oc(=O)cc(CN3CCOCC3)c2c1
    4.4% | 4
CC1CCCC(C)N1NC(=S)Nc1ccc(OC(F)F)cc1 (stereo not drawn)
    0.9% | 26
COc1cc(-c2nc(-c3ccc4c(c3)-c3ccccc3S4(=O)=O)c(-c3ccccc3)[nH]2)cc(OC)c1OC
    -5.0% | x
O=C(O)CSC12CC3CC(C1)CC(C(=O)O)(C3)C2
    -2.5% | x

Laid out differently: results already given.
compound: COc1ccccc1Nc1nc(N)nc(CN2CCCCCC2)n1
- GlmU inhibition: -4.3%
- RmlCD inh 1536: 23
compound: COc1cccc(C2CC(c3ccccc3C)n3nc(N)nc3N2)c1 (stereo not drawn)
- GlmU inhibition: -0.8%
- RmlCD inh 1536: -6

Next section.
Fields: GlmU inhibition | RmlCD inh 1536
O=C(CCC(=O)Nc1ccccc1)NNC(=O)CCc1ccccc1
    0.3% | -11
Cc1csc(Nc2ccccc2)[n+]1C
    -6.0% | 13
CCN(CC)S(=O)(=O)c1ccc(OCC(=O)NCc2ccco2)cc1
    -1.9% | 7
C=CCn1c(C)nc2ccccc2c1=O
    -4.7% | 2
C(=N\Nc1nc(N2CCOCC2)nc(N2CCOCC2)n1)/c1ccncc1
    2.0% | -9
COC(=O)C1=C(C)N=c2s/c(=C/c3cccs3)c(=O)n2C1c1cccs1 (stereo not drawn)
    2.2% | -13
COc1cc(C)c(/C=C(\C#N)C(=O)Nc2ccc(C)cc2)cc1C(C)C
    3.2% | 46
COc1ccc(NC(=O)C/C(C)=N/NC(=O)c2ccncc2)c([N+](=O)[O-])c1
    6.2% | x
CCSc1nnc(-c2cccc(S(=O)(=O)N(C)C)c2)n1-c1cc(OC)ccc1OC
    5.5% | -4
CCOc1ccc(CN2CCN(Cc3cc4c(cc3Cl)OCO4)CC2CCO)cc1 (stereo not drawn)
    -2.3% | x
O=C(c1sc2cc([N+](=O)[O-])ccc2c1Cl)N1CCCCC1
    1.6% | 8
CCOC(=O)C1(Cc2ccccc2)CCN(Cc2ccc(COC)o2)CC1
    0.5% | x
Cc1nn(C)c(Cl)c1CN1CCC(CO)(CC2CCCCO2)CC1 (stereo not drawn)
    7.2% | 6
Cc1cc(NC(=S)N(CCCN2CCN(C)CC2)Cc2ccco2)ccc1Cl
    -1.9% | 6
O=C(CSc1cc(Cl)ccc1Cl)NCC1CCCO1 (stereo not drawn)
    -1.1% | -2
CC(=O)c1ccc(N2CCN(c3ccc(S(=O)(=O)N4CCN(C)CC4)cn3)CC2)cc1
    -5.7% | 3
CC(C)(C)C(=O)Nc1cccc(-c2cc(-c3c(Cl)cccc3Cl)no2)c1
    4.3% | -9
Cc1ccc(S(=O)(=O)N2CCCCC2)cc1NC(=O)Cn1c(=O)cnc2ccccc21
    0.2% | 0
c1coc(CNc2c3c(nc4ccccc24)CCC3)c1
    -2.6% | x
CCC1(CC)Cc2ccccc2-c2nc(NCCO)[nH]c(=O)c21
    5.3% | x
COC(=O)C1=C(C)NC(=O)CC1c1ccc(F)c(Br)c1 (stereo not drawn)
    -2.8% | x
Cc1ccc(C)c(Cn2nnc3c(=O)[nH]c(C4CCCN(C(=O)C5CCCCC5)C4)nc32)c1 (stereo not drawn)
    0.8% | x
N#Cc1c(N2CCCC(O)C2)nc(N)c2c(N)nc3c(c12)CC(=O)N3C12CC3CC(CC(C3)C1)C2 (stereo not drawn)
    -9.5% | x
O=C(Nc1ccc2nc(-c3ccccc3)[nH]c2c1)c1cccs1
    1.9% | x
O=C(Cc1ccc([N+](=O)[O-])cc1)Nc1cccnc1
    -3.7% | 6
CCOC(=O)c1sc(C)c2c(=O)n(CCc3ccccc3)nnc12
    -1.5% | 13
CN(C)c1cccc(C(=O)n2cc(C(=O)c3cc(F)ccc3O)cn2)c1
    2.5% | 2
O=C(OCC(=O)N1CCc2ccccc21)c1ccccc1
    8.6% | x
O=C1CCN(C(=O)Nc2cccc(Cl)c2)N1
    -0.6% | -11
Cc1nnc(SCCc2ccccc2)[nH]c1=O
    -0.5% | 11

Molecules from the list above containing two or more sulfur atoms:
Fields: GlmU inhibition | RmlCD inh 1536
CCCCN(CCCC)S(=O)(=O)c1ccc(SCC(=O)OCC)c([N+](=O)[O-])c1
    -4.8% | -7
O=C(CC(c1cccs1)S(=O)(=O)c1ccccc1)c1ccc(F)cc1 (stereo not drawn)
    0.8% | x
CSC1=N/C(=C\c2ccc(Br)o2)C(=O)S1
    3.1% | x
Cc1csc(NC(=O)CSc2ncn(-c3ccccc3)n2)n1
    -0.5% | -3
COCCCn1c(O)c(/C=C2\N=C(C#N)C(=Nc3ccc(C)cc3)O2)sc1=S
    2.0% | x
COC(=O)C1=C(C)N=c2s/c(=C/c3cccs3)c(=O)n2C1c1cccs1 (stereo not drawn)
    2.2% | -13
CCSc1nnc(-c2cccc(S(=O)(=O)N(C)C)c2)n1-c1cc(OC)ccc1OC
    5.5% | -4

Later entries:
smiles	GlmU inhibition	RmlCD inh 1536
COc1ccc(N(C)C(=O)c2cc3c(s2)-c2c(C)cccc2OC3)c(OC)c1	1.2%	-5
Cc1ccc(NC(=O)c2ccc(N3C(=O)C4CC=C(Cl)CC4C3=O)cc2)cc1 (stereo not drawn)	-1.5%	x
CCN(CC)CCCN=Cc1c(O)n(Cc2ccc(F)cc2)c(=O)[nH]c1=O	-6.8%	8
CCOC(=O)CNC(c1ccccc1)c1cc(Br)ccc1NC(=O)OCC (stereo not drawn)	1.7%	0
CCOc1ccc2nc(C)cc(Nc3ccc(N4CCOCC4)cc3)c2c1	-4.7%	-6
N#CC(C(=O)c1ccccc1)=C1SCCS1	-1.3%	4
CCOc1ccc(NC(=O)COC(=O)C23CC4CC(CC(C4)C2)C3)c([N+](=O)[O-])c1	1.3%	9
CCN(CC)C(=S)SCC(=O)Nc1ccc(F)cc1	0.5%	8
CN(Cc1nc(Cc2ccccc2F)no1)[C@@H]1CS(=O)(=O)C[C@H]1O	-2.2%	-8
O=C(Cc1ccccc1)NNC1CC(=O)N(c2ccc(Oc3ccccc3)cc2)C1=O (stereo not drawn)	1.0%	2
Cc1[nH]c2ccc(-c3n[nH]c(=S)n3-c3ccc(Br)cc3)cc2c1C	3.8%	-13
COc1ccccc1NC(CC(=O)c1ccccc1)C(=O)OCC(=O)c1ccc(C)cc1 (stereo not drawn)	-2.5%	10
O=C(O)c1cccc(Cl)n1	1.9%	-6
Cc1ccc(C2CC(c3cccc(Cl)c3)n3nc(N)nc3N2)cc1 (stereo not drawn)	4.9%	2
CC1CCN(C(c2ccccc2)c2nnnn2C(C)(C)C)CC1 (stereo not drawn)	-4.1%	-14
COc1ccc(CCNC(=O)CSc2nnc(-c3ccc(F)cc3)c3ccccc23)cc1OC	3.3%	12
COC(=O)CSc1nc(-c2ccccc2)nc2ccc(F)cc12	-3.0%	-14
CCCCC(=O)Nc1ccc(C(=O)NNC(=O)CCc2ccccc2)cc1	1.1%	x
c1ccc(-n2c(-c3ccncc3)nnc2-c2cccs2)cc1	0.8%	6
CCOC(=O)c1oc2ccccc2c1NC(=O)c1ccc(S(=O)(=O)N(C)C)cc1	7.2%	12
Cc1ccccc1CC1(CO)CCCN(C(=O)c2cc(-c3ccccc3)no2)C1 (stereo not drawn)	6.0%	-8
CCOC(=O)CCc1c(C)nc2cc(-c3ccccc3OC)[nH]n2c1=O	-1.5%	x
OCCCc1nc2ccccc2n1CCOc1ccccc1	-5.3%	7
O=C(CCl)N=c1sccn1Cc1ccccc1Cl	2.9%	-9
O=c1oc2cc(O)ccc2c2oc3cc(O)ccc3c12	-1.0%	x
COc1cc2nc(=S)n3[nH]c(COc4ccccc4C)nc3c2cc1OC	5.3%	7
